G9a inh = G9a (human) methyltransferase inhibition; Q96KQ7; G9a H3K9 monomethylation, AlphaScreen, 2 h; Potency, µM (titrated, usually from 102 µM), inactives show at the highest dose activity, negative = inhibition, hits mostly inhibitors; 350,000 tested, 8.8% active; further: on the % scale 0 is the no-effect control and ±100 the full control effect; nearly all actives have a fitted effect of over 75% in size
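Enzyme 20 nM + cpd, 15 min RT; add b-H3K9 pep 500 nM / SAM 20 uM; 2 h RT; anti-H3K9me1 Ab 0.5 ug/mL + SA donor / anti-rabbit acceptor beads 20 ug/mL each, 10 min; AlphaScreen read.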
PGK inhibitor = blocks T. brucei phosphoglycerate kinase; P07378; PGK/GAPDH coupled, Kinase-Glo luminescence, 60 min; Potency, µM (top dose mostly 57.5 µM), without a hit: top-dose activity change, negative = inhibition, actives largely listed as inhibitors; 380,000 tested, 0.043% active; AID 602233; further: on the % scale 0 is the no-effect control and ±100 the full control effect; nearly all actives have a fitted effect of over 60% in size
Target sequence (P07378 whole entry, looked up): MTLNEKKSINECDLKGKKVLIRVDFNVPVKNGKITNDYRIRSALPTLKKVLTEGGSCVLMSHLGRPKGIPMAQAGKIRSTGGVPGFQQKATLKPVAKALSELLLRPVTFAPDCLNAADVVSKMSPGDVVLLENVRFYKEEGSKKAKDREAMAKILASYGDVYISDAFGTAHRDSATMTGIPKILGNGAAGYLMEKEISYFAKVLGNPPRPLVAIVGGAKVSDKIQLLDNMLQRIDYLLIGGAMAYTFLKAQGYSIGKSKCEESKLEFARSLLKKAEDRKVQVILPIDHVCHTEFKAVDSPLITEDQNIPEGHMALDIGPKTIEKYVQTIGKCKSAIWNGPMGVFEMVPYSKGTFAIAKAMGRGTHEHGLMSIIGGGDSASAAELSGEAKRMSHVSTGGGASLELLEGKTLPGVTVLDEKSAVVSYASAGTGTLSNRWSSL
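Recombinant glycosomal PGK reaction used 1,3-bisphosphoglycerate generated in-well by GAPDH (100nM final) in 100mM TEA pH 7.6, 5mM MgCl2, 0.01% Tween-20. After 60 minutes at room temperature, ATP was read by Kinase-Glo Plus luminescence end-point.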
GLS inhibitor = inhibitors of human glutaminase (GLS); O94925; GLS enzymatic activity, qHTS titration; Potency, µM (top dose mostly 45.5 µM), without a hit: top-dose activity change, negative = inhibition, hits mostly inhibitors; 410,000 tested, 0.21% active; AID 624170; further: on the % scale 0 is the no-effect control and ±100 the full control effect
Target sequence (O94925 whole entry, looked up): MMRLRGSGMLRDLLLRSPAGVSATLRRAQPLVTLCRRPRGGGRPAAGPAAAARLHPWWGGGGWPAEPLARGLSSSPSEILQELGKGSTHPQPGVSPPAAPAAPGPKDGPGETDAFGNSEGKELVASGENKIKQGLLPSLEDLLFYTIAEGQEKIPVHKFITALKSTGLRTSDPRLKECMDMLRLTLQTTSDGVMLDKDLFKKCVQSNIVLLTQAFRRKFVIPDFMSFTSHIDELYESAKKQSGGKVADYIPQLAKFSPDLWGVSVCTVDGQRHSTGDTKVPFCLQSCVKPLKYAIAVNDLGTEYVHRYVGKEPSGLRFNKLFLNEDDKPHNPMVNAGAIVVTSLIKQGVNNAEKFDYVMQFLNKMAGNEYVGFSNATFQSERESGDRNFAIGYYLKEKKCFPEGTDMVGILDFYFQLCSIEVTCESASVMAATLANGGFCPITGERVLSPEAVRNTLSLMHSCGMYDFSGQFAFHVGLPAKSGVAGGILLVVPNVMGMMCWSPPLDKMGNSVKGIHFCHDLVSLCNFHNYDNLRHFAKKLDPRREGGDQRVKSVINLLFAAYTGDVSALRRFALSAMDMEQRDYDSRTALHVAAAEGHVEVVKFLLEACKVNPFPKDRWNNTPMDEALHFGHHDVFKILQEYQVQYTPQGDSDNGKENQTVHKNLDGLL
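Read-out is an Amplex red fluorescence increase coupled through glutamate oxidase and HRP, measured before and after 30 min room-temperature incubation. hKGA is in 45 mM KH2PO4 (pH 8.2) with 0.02% Tween-20; glutamine added as 1mM solution.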
BLM helicase inh = inhibitors of human Bloom syndrome helicase BLM; recombinant BLM DNA unwinding, fluorescence dequenching; Potency, µM (series often up to 56.1 µM), inactives show at the highest dose activity change, negative = inhibition, usual class: inhibitors; 350,000 tested, 0.2% active; AID 2528;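 further: plate controls were vehicle for no effect and no enzyme for full effect; nearly all actives have a fitted effect of over 35% in size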
Pol iota inh = inhibitors of human DNA polymerase iota | 390,000 tested, 1% active | Q9UNA4 | Pol iota fluorescent replication assay, 10 min | Potency, µM (series often up to 115 µM), inactives show at the top dose activity, negative = inhibition, most hits filed as inhibitors
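Fluorescent replication assay read twice, at 0 min and 10 min after adding 50 nM (final) substrate. Enzyme (10 nM) and compounds were first incubated 15 min at room temperature; enzyme-free buffer wells were negative controls.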
BAZ2B block = blocks human BAZ2B; Q9UIF8; AlphaScreen BAZ2B-H3K14Ac peptide displacement; Potency, µM (titrated, usually from 114 µM), without a hit: at the highest dose activity change, negative = inhibition, actives largely listed as inhibitors; 360,000 tested, 4.4% active; further: on the % scale 0 is the no-effect control and ±100 the full control effect; nearly all actives have a fitted effect of over 60% in size
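Inhibition is scored as reduced AlphaScreen emission. The BAZ2B/b-H3(5-23)K14Ac complex (50 nM each) in PBS pH 7.4, 0.01% Tween-20 meets compound (up to 110 uM) for 30 min at RT before bead addition.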
HP1b chromo inh = HP1-beta chromodomain-methylated histone interaction inhibition; P83916; AlphaScreen HP1-beta / biotin-H3K9me3 peptide binding; Potency, µM (top dose mostly 114 µM), for the others: at the highest dose activity change, negative = inhibition, actives largely listed as inhibitors; 390,000 tested, 0.56% active; AID 540317; further: nearly all actives have a fitted effect of over 70% in size; inactives centre near 23
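AlphaScreen: HP1-beta (50 nM) preformed 30 min with biotin-H3(1-18)K9me3 peptide (50 nM) in PBS pH 7.4, 0.01% Tween-20. Compound added for 30 min at RT, then streptavidin donor/nickel chelate acceptor beads (10 ug/mL) for 30 min.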
Pin1 inhibitor = blocks the human prolyl isomerase Pin1. Potency, µM (doses to about 115 µM), for inactives: top-dose activity, negative = inhibition, most hits filed as inhibitors. Pin1 FP peptide displacement, HiFluor488, 10 min. AID 504891. Q13526. 390,000 tested, 0.009% active; active means well fitted inhibition curve with a large enough effect in the polarisation, with a control signal flat, not every such curve was filed as active; inconclusive means small, poorly fitted or top-dose-only effect, or effect the other way, or a change in a side signal; inactive means no such curve, though single readings can be large or run the other way; the % refers to the polarisation; further: on the % scale 0 is the no-effect control and ±100 the full control effect
JMJD2A Tudor = JMJD2A Tudor domain (human) inhibition; AlphaScreen JMJD2A-Tudor / H3K4me3 peptide binding; 390,000 tested, 4.4% active; Potency, µM (highest dose often 114 µM), without a hit: at the highest dose activity change, negative = inhibition, most hits filed as inhibitors; AID 504339; O75164; further: on the % scale 0 is the no-effect control and ±100 the full control effect; nearly all actives have a fitted effect of over 50% in size
Numbers without * were called inactive; i = inactive; ? = inconclusive; . = no result given; & = joins results of further samples; [ ] = remark or other dose. Unless noted, the call rests on the fitted dose curve; in most records, active means well fitted curve in the direction sought with a large enough effect; inconclusive means small, poorly fitted or top-dose-only effect, or another doubt; inactive means no such curve, though single readings can be large; an effect the other way counts as inactive or inconclusive. Potency means the concentration at half of the fitted maximal effect. An excerpt (hit frequency here may not be typical).

G9a inh	PGK inhibitor	GLS inhibitor	BLM helicase inh	Pol iota inh	BAZ2B block	HP1b chromo inh	Pin1 inhibitor	JMJD2A Tudor	mol
1%[59 µM]	-5%	3%	-10%	7%	-21%	18%	-1%	-25%	CCOc1ccc(S(=O)(=O)Nc2nc3ccccc3nc2Nc2ccc(OC)cc2)cc1
17%[59 µM]	-2%	-9%	1%	16%	20%	20%	1%	-8%	COc1cc(C(=O)N/N=c2/sc3ccccc3n2C)cc(OC)c1OC
11%	i	0%	1%	2%	5%	26%	?	-23%	CCCC1C2C(=O)N(c3ccc(OC)cc3)C(=O)C2ON1c1ccccc1 (centres undefined)
-2%	-3%	-16%	-4%	29%	-19%	15%	-2%	-4%	CC1CCN(S(=O)(=O)c2ccc(C(=O)NCc3ccco3)cc2)CC1
83%[activator][59 µM]	-8%	18%	0%	0%	-39%[57.1 µM]	26%	17%	-11%	CCCc1[nH]nc2c1C1(CCN(C(=O)OCc3ccccc3)CC1)C(C#N)=C(N)O2
0%[12.7 µM]	7%	7%	-4%	82%[activator]	-10%	23%	-6%	-8%	COCCOC(=O)C1=C(C)N=C2SCCC(=O)N2C1c1cccs1 (centres undefined)
-10%[59 µM]	-10%	-9%	-12%	28%	43%[activator]	32%	-1%	-10%	CC(c1nnc(SCC(=O)c2c(N)n(C)c(=O)n(C)c2=O)n1-c1ccc(Cl)cc1)N(C)C (centres undefined)
7%[59 µM]	-2%	-12%	0%	20%	-5%	5%[57 µM]	-2%	-21%	Cc1ccc(/C=C/c2onc(C)c2S(=O)(=O)N2CCC(C(=O)Nc3ccc(OC(F)(F)F)cc3)CC2)cc1
32%	3%	0%	-12%	-1%	-11%	26%	25%	-7%	O=C(Nc1nc2ccccc2s1)c1cccc(N2C(=O)CCC2=O)c1
-39%[59 µM]	.	0%	-14%	-18%	-8%	26%	31%[activator]	-13%	Cc1cccc(Nc2nc3ccccc3n3c(N)nnc23)c1
.	-2%	11%	-15%	14%	-31%	12%	5%	-14%	CC(=O)c1ccc(NC(=O)CSC(=S)N2CCCC2)cc1
-16%[59 µM]	-11%	-25%	-3%	-9%	0%	20%[57 µM]	2%	-14%	Cc1cc(C)cc(NC(=O)c2sc3nc[nH]c(=O)c3c2C)c1

Arranged by number of heavy atoms (high to low): some entries from above.
G9a inh	PGK inhibitor	GLS inhibitor	BLM helicase inh	Pol iota inh	BAZ2B block	HP1b chromo inh	Pin1 inhibitor	JMJD2A Tudor	mol
7%[59 µM]	-2%	-12%	0%	20%	-5%	5%[57 µM]	-2%	-21%	Cc1ccc(/C=C/c2onc(C)c2S(=O)(=O)N2CCC(C(=O)Nc3ccc(OC(F)(F)F)cc3)CC2)cc1
1%[59 µM]	-5%	3%	-10%	7%	-21%	18%	-1%	-25%	CCOc1ccc(S(=O)(=O)Nc2nc3ccccc3nc2Nc2ccc(OC)cc2)cc1
11%	i	0%	1%	2%	5%	26%	?	-23%	CCCC1C2C(=O)N(c3ccc(OC)cc3)C(=O)C2ON1c1ccccc1 (centres undefined)
-2%	-3%	-16%	-4%	29%	-19%	15%	-2%	-4%	CC1CCN(S(=O)(=O)c2ccc(C(=O)NCc3ccco3)cc2)CC1
-39%[59 µM]	.	0%	-14%	-18%	-8%	26%	31%[activator]	-13%	Cc1cccc(Nc2nc3ccccc3n3c(N)nnc23)c1

(cont.)
G9a inh	PGK inhibitor	GLS inhibitor	BLM helicase inh	Pol iota inh	BAZ2B block	HP1b chromo inh	Pin1 inhibitor	JMJD2A Tudor	mol
-4%[59 µM]	9%	9%	.	26%	-6%	13%	5%	-3%	O=C(Cc1cccs1)NCCS(=O)(=O)N1CCN(c2ccccc2F)CC1
-18%[59 µM]	-3%	-8%	-8%	9%	-4%	17%	5%	-3%	CCc1ccc2c(c1)c(=O)c(S(=O)(=O)c1ccc(F)cc1)cn2CC(=O)Nc1ccc(C)cc1C
?	-3%	-6%	.	8%	4%	14%	-7%	-8%	COc1ccc(C(=O)Nc2cc(Cl)ccc2N2CCOCC2)cc1S(=O)(=O)N1CCOCC1
12%[59 µM]	-12%	0%	-4%	-27%	2%	25%	13%	-1%	NC(=O)C1CCN(C(=O)CC2(CC(=O)O)CCCCC2)CC1
-5%[59 µM]	-6%	1%	0%	-1%[58.9 µM]	-3%	36%	13%	1%	O=C(NCc1ccccc1)c1cc(-c2cccs2)on1
?	-7%	-4%	1%	?	-13%	22%	-7%	-20%	C[C@@H]1CC[C@H](O)/C=C/C(=O)O[C@H](C)CC[C@H](O)/C=C/C(=O)O1
-4%[59 µM]	-5%	-1%	3%	5%	4%	36%	-2%	-7%	CCn1ncc(CNC(=O)CCSc2nc(-c3ccco3)cc(C(F)(F)F)n2)c1C
3%[59 µM]	-2%	0%	3%	38%[activator]	-2%	38%	-3%	2%	COc1ccc(-c2cn3c(n2)sc2cc(C(=O)NCCc4ccc(OC)cc4OC)ccc23)cc1
4%[59 µM]	-2%	4%	-14%	36%[activator]	-9%	15%	-3%	-15%	Cc1ccccc1NC(=O)c1ccc(NC(=O)C2CC(=O)OC23CCCCC3)cc1 (centres undefined)
14%[59 µM]	.	2%	-1%	10%	4%	34%	-14%	-7%	CCCNC(=O)CCC(NS(=O)(=O)c1ccc(C)cc1)C(=O)NCCC (centres undefined)
?	-9%	5%&2%	-1%&-2%&-12%	7%	-12%	49%[activator]	?	-11%	CCCN1C[C@H](CSC)C[C@@H]2c3cccc4[nH]cc(c34)C[C@H]21
-1%	-7%	2%	-3%	-29%	-28%	23%	-1%	-13%	O=C(CCC(=O)c1ccc(Oc2ccccc2)cc1)Nc1ccc(C(=O)O)cc1
5%[59 µM]	-5%	1%	-2%	-3%	2%	50%[activator]	3%	4%	Cc1cc(OC(=O)c2c(Cl)cc(Cl)cc2Cl)nc(C)n1
-42%	-6%	2%	2%	10%	5%	30%	1%	-14%	O=C(CSCc1ccc([N+](=O)[O-])cc1)NC1CC2CCC1C2 (centres undefined)
-3%[59 µM]	-8%	1%	-9%	4%	-7%	19%	0%	-21%	CC1=NN(C(=O)COc2ccc(C)c(C)c2)C(O)(c2ccc(Cl)cc2)C1 (centres undefined)
12%[12.7 µM]	-10%	8%	-4%	10%	152%[activator]	232%[activator]	0%	152%[activator]	CSc1nc(Sc2ccccc2Cl)c2ccccc2n1
10µM*	-1%	14%	-4%	79µM*	?	19%	-2%	-14%	O=C1c2c(O)cc(O)cc2O[C@H](c2ccc(O)c(O)c2)[C@H]1O
3%[2.33 µM]	-2%	7%	2%	?	-27%	1%	3%	-3%	O=P(c1ccccc1)(c1ccccc1)C(c1ccco1)N1CCOCC1 (centres undefined)
15%[2.33 µM]	6%	8%	.	16%	6%	25%	2%	-1%	CC1(c2ccccc2)NC(=O)N(CC(=O)Nc2ccc(S(=O)(=O)Nc3ncccn3)cc2)C1=O (centres undefined)
-2%	4%	7%	-4%	16%	-22%	35%	0%	-3%	COC(=O)c1cc(OC)c(OC)cc1NC(=O)c1csc(C)c1
.	11%	10%	.	-2%	.	46%[activator]	0%	-12%	Cc1ccc2c(COC(=O)CNC(=O)c3ccco3)cc(=O)oc2c1C
15%	1%	4%	-7%	18%	2%	18%	0%	-8%	COc1ccccc1N(CC1CO1)S(=O)(=O)c1ccccc1 (centres undefined)
13%[59 µM]	-8%	-11%	-3%	2%	-3%	22%	-2%	-13%	O=C(Oc1ccccc1)c1ccc(COC(=O)c2cnccn2)cc1
-8%[59 µM]	0%	-12%	0%	34%[activator]	3%	44%[activator]	6%	-19%	CC1CC2=C(C(=O)O1)C(c1ccc(Cl)cc1)Nc1ccccc1N2 (centres undefined)
?	-6%	-13%	-1%	36%	-25%	-5%	-9%	-28%	CC(C)c1ccc(NC2CCCN(C(=O)c3ccc(Cn4cnnn4)cc3)C2)cc1 (centres undefined)
17%[12.7 µM]	-5%	-7%	-9%	-7%	-18%	36%	71%[activator]	-14%	Cc1ccc(-c2ccc(/C=N/NC(=O)Cc3nnc(N)s3)o2)cc1Cl
8.9µM*	-3%	2%	-6%	?	?	1%	?	-21%	N#Cc1c2c(c(=S)n(-c3ccccc3)c1N)CCCC2
-6%[59 µM]	-9%	-27%	-3%	11%	-4%	17%[57 µM]	24%	-35%	COc1ccc(NC(=O)C2Cc3ccccc3CN2S(=O)(=O)c2ccccc2)cc1OC (centres undefined)
.	0%	10%	.	-10%	.	10%	1%	?	CCCCN1C(=N)N([C@@H](CCC)CN2CCC[C@H]2CN2C(N)=NC[C@H]2CC(C)C)C[C@H]1Cc1ccccc1
-32%	0%	24%	-8%	3%	7%	27%	-2%	-3%	Cc1cc(=O)oc(C)c1C(=O)Nc1cccc2nonc12
-1%[2.33 µM]	-3%	11%	2%	35%[activator]	-35%	25%	-3%	-16%	Cc1ccc(C(=O)CSc2nnc(-c3ccccc3N)n2C)cc1
-9%	-2%	-1%	-10%	18%	23%	64%[activator]	4%	22%	COCc1cc(N2CCOCC2)nc(SCc2ccc(Cl)cc2)n1
4%[59 µM]	-10%	12%	6%	20%	?	11%	?	-23%	Cc1cccn2c(=O)c(/C=C(\C#N)c3nc4ccccc4n3C)c(Oc3ccc(Cl)cc3)nc12
-19%	-4%	1%	-2%	0%	-39%	-7%	?	-30%	COc1cc(Nc2ccccc2Cl)c([N+](=O)[O-])nc1[N+](=O)[O-]
0%	.	1%	-2%	5%	7%	59%[activator]	-1%	-10%	Cc1noc(C)c1S(=O)(=O)N1CCCCC1
-1%[59 µM]	-1%	2%	-2%	18%	8%	16%	4%	-6%	Cc1nn(Cc2ccccc2)c(C)c1NC(=O)CSc1nc(C2CC2)nc2c1cnn2-c1ccccc1
9%	18%	1%	-8%	3%	-19%	-1%[57 µM]	30%	-36%	Cc1cccc(N(Cc2cc3ccc(C)cc3[nH]c2=O)S(=O)(=O)c2ccccc2)c1
7%[59 µM]	i	0%	0%	-7%	4%	7%	1%	5%	O=C(NCc1ccco1)C12CC3CC(CC(C3)C1)C2
-21%	5%	-2%	3%	41%[activator]	-12%	77%[activator]	1%	-8%	COc1ccc(CCNC(=O)CSc2nc3ncccc3[nH]2)c(OC)c1
?	-7%	2%	0%	-6%	?	-22%	-8%	?	COc1ccccc1N1CCN(S(=O)(=O)c2cccc3nsnc23)CC1

From PubChem BioAssay
